MC4R ag barr – human MC4R agonism via beta-arrestin; P32245; U2OS MC4R beta-arrestin complementation, luminescence; percent of melanotan II response, DMSO zero; activation, % at 8.9 µM; 360,000 tested, 0.98% active;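 active = activation above a per-plate cutoff, the mean activation of sample wells on that plate plus 3 SD, cut at about 8% in these data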
Target sequence (P32245 whole entry, looked up): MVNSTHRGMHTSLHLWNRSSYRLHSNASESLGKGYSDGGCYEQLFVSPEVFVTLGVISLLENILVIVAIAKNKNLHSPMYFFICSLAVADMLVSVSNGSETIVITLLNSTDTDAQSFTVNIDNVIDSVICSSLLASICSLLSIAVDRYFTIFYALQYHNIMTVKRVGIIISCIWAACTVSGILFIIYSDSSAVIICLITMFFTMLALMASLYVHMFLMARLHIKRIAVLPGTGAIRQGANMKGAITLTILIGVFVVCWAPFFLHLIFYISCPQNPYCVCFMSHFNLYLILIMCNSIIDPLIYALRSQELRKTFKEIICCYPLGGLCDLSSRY
ABCB6 inh 2 – human ABCB6 transporter inhibition; fluorescence ratio to DMSO, % at 10 µM; 360,000 tested, 0.19% active; K562-ABCB6 porphyrin accumulation, flow cytometry, 1 h; stronger effect = lower value; Q9NP58;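 active = fluorescence ratio to DMSO below 75%, the collection mean minus 3 SD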;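 note: signal is porphyrin accumulated inside mitochondria; 100% equals median channel fluorescence of DMSO control wells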
Glyco luc inh – blocks N-linked glycosylation in D54 reporter cells; D54 ERlucT glycosylation luciferase reporter, 24 h; percent of 100 nM tunicamycin response; reporter increase, % at 12.5 µM; 360,000 tested, 0.23% active; AID 588692;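 active = mean luciferase reporter signal, scaled so untreated is 0 and the glycosylation-blocking control 100, at or above a set limit in every replicate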;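 note: luciferase carries N-glycosylation sites so blocking glycosylation raises the light; 0% = median of neutral control wells and 100% = median of 100 nM tunicamycin wells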
MC4R antag cAMP – human MC4R antagonism in cAMP assay; 360,000 tested, 0.48% active; P32245; inhibition, % at 6.5 µM; MC4R-expressing cells, MTII-stimulated cAMP, LANCE TR-FRET;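 active = inhibition above its plate's cutoff, the mean of tested wells on that plate plus 3 SD, cut at about 29% in these data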;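 note: 0% = Melanotan II alone and 100% = Melanotan II plus saturating MCL0020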
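material = U2OS cells stably expressing human melanocortin 4 receptor (MC4R) | also added = Melanotan II challenge | dosing = single nominal compound dose of 6.5 µM | detection = TR-FRET with Eu-cAMP and labeled anti-cAMP, 671 nm | replication = singlicate | timing = compound 30 min, challenge 1 h, detection 1 h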
PDI turbidity – blocks human protein disulfide isomerase activity. P07237. PDI insulin aggregation turbidity, A650, 90 min. inhibition, % at 10 µM. 350,000 tested, 0.052% active;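 active = mean inhibition across replicates of 30% or more, whatever share of single replicates reach that level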;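 note: absorbance from insulin aggregation driven by PDI reduction with DTT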
Target sequence (P07237 whole entry, looked up): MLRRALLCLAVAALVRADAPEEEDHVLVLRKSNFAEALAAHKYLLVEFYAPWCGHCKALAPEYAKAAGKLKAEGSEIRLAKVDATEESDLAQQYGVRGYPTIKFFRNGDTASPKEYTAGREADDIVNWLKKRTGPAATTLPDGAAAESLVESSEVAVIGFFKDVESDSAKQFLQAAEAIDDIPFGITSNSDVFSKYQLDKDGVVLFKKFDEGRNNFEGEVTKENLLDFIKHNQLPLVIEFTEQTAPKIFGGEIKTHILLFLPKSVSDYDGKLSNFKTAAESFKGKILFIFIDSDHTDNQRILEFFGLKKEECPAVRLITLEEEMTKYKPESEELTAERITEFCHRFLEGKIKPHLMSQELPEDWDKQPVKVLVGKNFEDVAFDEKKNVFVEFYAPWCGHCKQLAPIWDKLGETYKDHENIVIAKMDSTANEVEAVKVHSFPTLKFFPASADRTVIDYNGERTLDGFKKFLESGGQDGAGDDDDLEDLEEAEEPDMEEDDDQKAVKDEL
H9c2 protect – protects H9c2 cardiomyocytes from peroxide injury | protection from H2O2 cell death, % at 20 µM | 360,000 tested, 0.63% active | H2O2 injury protection, ATPLite, 2 h | AID 588492;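 active = compounds giving at least 50% protection of heart cells from peroxide-induced death in the single-dose screen, raw or plate-pattern-corrected value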;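 note: 0% = DMSO wells with peroxide and 100% = DMSO wells without peroxide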
m5-HT2A agonist – activates the mouse 5-HT2A serotonin receptor. P35363. activation, % at 7.6 µM. CHO-K1 mHTR2A beta-arrestin complementation, luminescence; percent of 30 µM serotonin response. AID 624169. 360,000 tested, 0.66% active;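 active = activation above a run cutoff, the mean activation of all tested compounds plus 3 SD, cut at about 14% in these data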;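 note: 0% = plate median of compound wells and 100% = 30 µM serotonin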
Vif imaging – HIV Vif inhibition. HEK293T cells, Vif self-association by quenched fluorescence, imaging, 24 h. inhibition, % at 7.49 µM. 340,000 tested, 0.35% active; in the data active = inhibition above about 50%, passing the limit was not always enough; note: some results filed as inactive read as strong as hits
aDG glyco act – alpha-DG glycosylation activation; Pro5-aDG cells, alpha-DG glycosylation AlphaScreen (IIH6); 0% Pro5, 100% B10-LARGE cell signal; activation, % at 10 µM; AID 624168; 360,000 tested, 0.22% active;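 active = activation of at least 8% versus controls, or a plate z-score of at least 8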;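 note: Pro5 are CHO cells carrying HIG-tagged alpha-DG that lacks glycosylation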
CaV13 FRET inh – Disruptors of the CACNA1D IQ motif to Ca2+-dependent inactivation inhibitor domain association, primary screening, Förster resonance energy transfer in intact living …; HEK cells, CFP/YFP FRET ICDI-IQ, plate reader, 10 min; percent FRET-ratio fall versus neutral wells; inhibition, % at 12.3 µM; 340,000 tested, 0.098% active; AID 743397;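 active = mean replicate inhibition of at least 30% and at least 1% of replicates passing that level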;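 note: 0% = median of the neutral control wells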
The depositor's hits bear a star; x = no result given. Random draw from the library (roughly 3.6% active in at least one column).

Start of the data: the first 4 compounds as a preview:
SMILES	MC4R ag barr	ABCB6 inh 2	Glyco luc inh	MC4R antag cAMP	PDI turbidity	H9c2 protect	m5-HT2A agonist	Vif imaging	aDG glyco act	CaV13 FRET inh
COc1ccc(CSc2nc(C)cc(=O)[nH]2)cc1	-0.6	94	5	0	2	0	0	-13	0.1	-4
COCCN(C(=O)CN1CCCc2ccccc21)c1c(N)n(Cc2ccccc2)c(=O)[nH]c1=O	0.6	95	1	6	-1	-2	-2	-2	-0.1	x
C#CC1(O)CCC2C3CCc4cc(O)cc(C)c4C3CCC21C (centres undefined)	-0.8	98	-4	8	7	9	-2	12	-0.4	-5
Cc1ccc(S[C@@H](CCN2CC[C@H](C)CCC2=O)c2ccccc2)cc1	-0.4	90	-5	8	0	-7	3	-9	0.5	-5

All compounds of this part, previewed entries included:
SMILES	MC4R ag barr	ABCB6 inh 2	Glyco luc inh	MC4R antag cAMP	PDI turbidity	H9c2 protect	m5-HT2A agonist	Vif imaging	aDG glyco act	CaV13 FRET inh
COc1ccc(CSc2nc(C)cc(=O)[nH]2)cc1	-0.6	94	5	0	2	0	0	-13	0.1	-4
COCCN(C(=O)CN1CCCc2ccccc21)c1c(N)n(Cc2ccccc2)c(=O)[nH]c1=O	0.6	95	1	6	-1	-2	-2	-2	-0.1	x
C#CC1(O)CCC2C3CCc4cc(O)cc(C)c4C3CCC21C (centres undefined)	-0.8	98	-4	8	7	9	-2	12	-0.4	-5
Cc1ccc(S[C@@H](CCN2CC[C@H](C)CCC2=O)c2ccccc2)cc1	-0.4	90	-5	8	0	-7	3	-9	0.5	-5
CCc1c(C)nc(SCC(=O)NNC(=O)c2ccco2)[nH]c1=O	-2.4	104	-1	2	6	0	8	-4	-0.1	-4
O=C(Cc1ccccc1)NCC(=O)OCC(=O)c1cccc([N+](=O)[O-])c1	-1.1	97	6	-4	5	6	-2	1	-0.1	-4
COc1ccc(CCNC(=O)CSc2nn(-c3ccccc3)c(=S)s2)cc1OC	-1.9	102	-2	4	-9	3	4	-11	-0.2	-9
Clc1ccc(OCCCCCN2CCOCC2)cc1	-1.7	100	-1	14	9	-2	-4	15	0.1	-6
CSc1cccc(NC(=O)CN2C(=O)c3ccccc3S2(=O)=O)c1	0.9	100	-9	11	-1	2	-3	6	-0.3	7
COc1cccc(OCc2nnc(SCC(=O)OCc3ccccc3)o2)c1	0.9	93	1	17	0	1	1	22	-0.2	-12
COc1ccc(S(=O)(=O)n2ccc(-c3cnc(-c4ccccc4)s3)n2)cc1	-0.1	92	-3	9	0	-8	-5	-9	-0.1	-6
COCCCNC(=O)CS(=O)Cc1nc(-c2ccccc2C)oc1C (centres undefined)	1.0	97	3	19	x	-2	0	-7	0.0	2
Cc1ccc(N(C(=O)Cn2nnc(-c3ccc(C)o3)n2)C(C(=O)NC2CCCC2)c2ccco2)cc1 (centres undefined)	-2.3	96	-5	4	4	-3	-6	9	-0.3	-8
CCCN1C2CCCC1CC(NC(=S)Nc1cc(C)cc(C)c1)C2 (centres undefined)	-2.2	91	1	2	7	0	-5	0	0.2	-5
CC1CCN(C(=O)C(NS(=O)(=O)c2cccc3nsnc23)c2ccccc2)CC1 (centres undefined)	-0.1	92	-1	-2	-7	4	2	4	-0.2	-3
Cc1cc(C)c(C)c(S(=O)(=O)NCC(=O)NCc2ccco2)c1C	-1.2	97	3	8	0	2	1	2	0.0	-1
C/C(=N\NC(=O)Cn1c(-c2ccccn2)nc2ccccc21)c1cccc(O)c1	-1.7	94	0	13	1	0	-1	x	-0.4	-4
C[C@@]12C(=O)N(CC3CC3)CC(=O)N1[C@H](/C=C/c1ccccc1)[C@@H]1C(=O)N(c3ccccc3)C(=O)[C@@H]12	-2.0	103	-1	4	1	4	5	-5	-0.1	-9
Cc1nc2ccc(NC(=O)CSc3nnc(C)s3)cc2[nH]1	-1.0	102	1	-2	2	3	-4	14	0.0	-5
C[C@@H]1CNC(=O)c2c(C(=O)Nc3ccc(CNC(=O)OC(C)(C)C)cc3)ncn21	-0.2	94	-1	16	4	14	-1	-8	1.3	-3
CN(C)c1ccc(C=NCC2COc3ccccc3O2)cc1 (centres undefined)	0.4	99	0	6	14	-6	-2	8	-0.2	-5
CC(=O)Oc1ccc(/C=C2\C=C(c3ccc(C)cc3)OC2=O)cc1	-1.0	95	0	7	-4	-3	2	x	0.0	-5
Cc1ccccc1Nc1nc(-c2cccnc2)cs1	-2.3	100	-6	8	-5	-5	-6	-2	0.8	-5
CCOc1ccc(NC(=O)CSc2nc3cc(C(=O)NCC4CCCO4)ccc3c(=O)n2CC2CCCO2)cc1 (centres undefined)	-1.6	97	1	0	-1	-1	7	x	-0.4	-6
O=C(CNC(=O)c1sc2ccccc2c1Cl)OCc1ccccc1	-3.8	100	1	14	-3	-6	-4	x	0.1	-7

Brought forward from above: five compounds, followed by the next part.
SMILES	MC4R ag barr	ABCB6 inh 2	Glyco luc inh	MC4R antag cAMP	PDI turbidity	H9c2 protect	m5-HT2A agonist	Vif imaging	aDG glyco act	CaV13 FRET inh
CN(C)c1ccc(C=NCC2COc3ccccc3O2)cc1 (centres undefined)	0.4	99	0	6	14	-6	-2	8	-0.2	-5
CC(=O)Oc1ccc(/C=C2\C=C(c3ccc(C)cc3)OC2=O)cc1	-1.0	95	0	7	-4	-3	2	x	0.0	-5
Cc1ccccc1Nc1nc(-c2cccnc2)cs1	-2.3	100	-6	8	-5	-5	-6	-2	0.8	-5
CCOc1ccc(NC(=O)CSc2nc3cc(C(=O)NCC4CCCO4)ccc3c(=O)n2CC2CCCO2)cc1 (centres undefined)	-1.6	97	1	0	-1	-1	7	x	-0.4	-6
O=C(CNC(=O)c1sc2ccccc2c1Cl)OCc1ccccc1	-3.8	100	1	14	-3	-6	-4	x	0.1	-7
CCOC(=O)c1ccc(NC(=S)NNC(=O)c2cc(-c3cccnc3)nc3ccccc23)cc1	-5.3	99	-2	15	-10	41	-12	-6	0.1	x
CCCCCCCCNC(=O)c1cccnc1SCC(=O)Nc1ccccc1OC	15*	99	0	-2	2	-5	-5	4	0.1	-5
O=C(Nc1ccc(S(=O)(=O)Nc2nccs2)cc1)c1ccccc1OC(F)F	0.5	97	0	8	-17	5	9	-2	0.1	-7
COCCCNC(=O)c1cc(-c2cccnc2)nc2ccccc12	-1.4	99	2	1	12	4	3	15	3.5	-5
CCNC(=O)C1(C)CCN(C(=O)c2ccc(C#N)cc2)C1 (centres undefined)	-2.0	98	0	1	2	0	10	0	-0.2	-10
COc1ccc(OCc2ccc(C(=O)NN)cc2)cc1	-1.0	98	1	-1	-8	-9	-2	6	-0.2	-6
Cc1cc(C)c2nc(N3CCC(C(=O)N4CCCC4)CC3)sc2c1	-1.3	97	-1	8	-3	-3	4	-6	0.0	-8
Cc1nc(C)c(C(=O)O)s1	-0.9	100	0	15	7	0	4	-1	-0.4	-5
Cc1ccc(S(=O)(=O)Cc2ccc(C(=O)OCc3ccccc3)cc2)cc1	-2.6	89	-1	-3	0	-15	-2	x	-0.7	x
CC(=O)c1cccc(NC(=O)N2CCCC2C(=O)NC2CCCCC2)c1 (centres undefined)	-2.0	98	2	2	-12	6	-5	38	-0.1	-4
Cc1ccc(C)c(S(=O)(=O)NCc2cccnc2)c1	-1.7	96	2	4	9	2	-1	6	0.1	-5
O=C(O)c1cccc(-n2cccc2C=C2C(=O)c3ccccc3C2=O)c1	-1.6	105	-3	12	-4	-2	-1	2	-0.2	-5
CN(CC(=O)Nc1ccccc1Cl)C(=O)COC(=O)c1cccs1	-1.9	97	2	2	12	0	0	-3	0.1	-2
COc1ccc(N2CCC(CNC(=O)Nc3cccc(OC)c3)C2)cc1 (centres undefined)	-2.5	93	0	-4	6	7	-3	-9	-0.6	-9
O=C1N(c2ccc(Cl)cc2)C(c2ccccc2)N2CCCN12 (centres undefined)	1.1	92	2	19	-4	-4	-5	-3	0.6	-5
Cc1cccc(C2c3[nH]c4ccccc4c3CCN2C(=O)c2cc(CC(C)C)[nH]c(=O)n2)n1 (centres undefined)	-2.4	97	-1	4	0	3	-2	x	0.1	-19
O=C(Cc1ccc(S(=O)(=O)N2CCOCC2)s1)Nc1ccc(S(=O)(=O)N2CCCCC2)cc1	2.0	95	-3	16	1	-7	-14	-4	0.0	x
Cc1ccc(-n2nc(C)c(Sc3ccccc3[N+](=O)[O-])c2N)cc1	0.0	102	9	24	-1	-4	-2	-4	0.1	3
COc1cccc(CNS(=O)(=O)c2c(C)[nH]c(C)c2C(=O)N2CCCCC2)c1	-0.1	93	1	6	2	0	-6	-3	0.6	-2
Cc1cc(=O)[nH]c(SCC(=O)Nc2cc(S(=O)(=O)N3CCCC3)ccc2Cl)n1	-1.9	101	-1	7	-7	2	1	26	-0.1	-2
O=C(OCCN1C(=O)c2cccc3c(N4CCOCC4)ccc(c23)C1=O)c1ccc(Cl)cc1Cl	-2.3	127	8	-13	6	-5	-2	-5	1.1	-7
CCOc1ccc(Cn2c(=O)oc3ccc(C)cc32)cc1OC	-0.7	92	-3	-1	-2	-14	2	-12	1.1	-6
Cc1cccc(C)c1NC(=O)CN(C)C(=O)CC1OC(=O)c2ccccc21 (centres undefined)	-1.4	102	2	-5	-6	4	18*	-2	0.0	-6
CC(OC(=O)c1ccccc1C(=O)N(C)c1ccccc1)C(=O)Nc1ccc(C(N)=O)cc1 (centres undefined)	-2.9	98	-2	0	-3	3	6	3	-0.3	-15
O=C(CSc1nnnn1-c1ccccc1)c1ccco1	-0.3	100	1	4	-6	-13	0	-8	-0.3	-6
CCC(c1nnnn1CCOC)N1CCN(c2nc3ccccc3s2)CC1 (centres undefined)	-1.0	96	-2	17	4	-4	-2	-4	0.2	11
CCc1ccc(C2CC(c3ccc(Cl)cc3)=NNC2=O)cc1 (centres undefined)	5.3	94	4	4	5	-16	3	-11	0.5	-5

m5-HT2A agonist, hit marks shown above.
canonical_smiles | MC4R ag barr | ABCB6 inh 2 | Glyco luc inh | MC4R antag cAMP | PDI turbidity | m5-HT2A agonist | Vif imaging | aDG glyco act | CaV13 FRET inh
Cc1cccc(C)c1NC(=O)CN(C)C(=O)CC1OC(=O)c2ccccc21 (centres undefined) | -1.4 | 102 | 2 | -5 | -6 | 18* | -2 | 0.0 | -6

Exported with each value named: part of the list above
> CCC(c1nnnn1CCOC)N1CCN(c2nc3ccccc3s2)CC1 (centres undefined)
  MC4R ag barr = -1.0	ABCB6 inh 2 = 96	Glyco luc inh = -2	MC4R antag cAMP = 17	PDI turbidity = 4	H9c2 protect = -4	m5-HT2A agonist = -2	Vif imaging = -4	aDG glyco act = 0.2	CaV13 FRET inh = 11
> Cc1ccccc1Nc1nc(-c2cccnc2)cs1
  MC4R ag barr = -2.3	ABCB6 inh 2 = 100	Glyco luc inh = -6	MC4R antag cAMP = 8	PDI turbidity = -5	H9c2 protect = -5	m5-HT2A agonist = -6	Vif imaging = -2	aDG glyco act = 0.8	CaV13 FRET inh = -5

Assay outcomes from PubChem.
